From PubChem
ABHD5 PLIN5 PPI: ABHD5-PLIN5 interaction inhibitors, primary screen, cell lysate, split luciferase complementation, luminescence | Perilipin-5 (Homo sapiens) + 1-acylglycerol-3-phosphate O-acyltransferase ABHD5 (Homo … | AID 602281, 2012 | inhibition, % at 4 µM | hit rate 0.78% among 360,000 | Split G. princeps luciferase complementation, 4 h;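 active = inhibition above the mean inhibition across every tested compound plus 3 SD, cut at about 22% in these data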;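 note: 0% = DMSO only wells and the 100% control is not disclosed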
PDI inh: inhibitors of human PDI, primary screen, biochemical, turbidity, single point, plate reader; hit rate 0.052% among 350,000; PDI insulin aggregation turbidity, A650, 90 min; Protein disulfide-isomerase (Homo sapiens), P07237; inhibition, % at 10 µM;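 active = mean inhibition across replicates of 30% or more, whatever share of single replicates reach that level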;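 note: absorbance from insulin aggregation driven by PDI reduction with DTT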
Glyco luc inh: increase of ERlucT glycosylation luciferase signal, primary screen, N-linked glycosylation inhibitor project, D54 ERlucT cells, luminescence, set 2. AID 588692, 2011. D54 ERlucT glycosylation luciferase reporter, 24 h; percent of 100 nM tunicamycin response. reporter increase, % at 12.5 µM. hit rate 0.23% among 360,000;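 active = mean luciferase reporter signal, scaled so untreated is 0 and the glycosylation-blocking control 100, at or above a set limit in every replicate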;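 note: luciferase carries N-glycosylation sites so blocking glycosylation raises the light; 0% = median of neutral control wells and 100% = median of 100 nM tunicamycin wells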
ABCB6 inh MLPCN: ABCB6 transporter inhibitors, primary screen, K562-ABCB6 cells, flow cytometry, MLPCN library; hit rate 0.19% among 360,000; K562-ABCB6 porphyrin accumulation, 1 h; hits give low values; ATP-binding cassette sub-family B member 6 (Homo sapiens), Q9NP58; fluorescence ratio to DMSO, % at 10 µM;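 active = fluorescence ratio to DMSO below 75%, the collection mean minus 3 SD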;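 note: signal is porphyrin accumulated inside mitochondria; 100% equals median channel fluorescence of DMSO control wells; lower ratio means ABCB6 inhibition with less porphyrin fluorescence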
Target sequence (Q9NP58 whole entry, looked up): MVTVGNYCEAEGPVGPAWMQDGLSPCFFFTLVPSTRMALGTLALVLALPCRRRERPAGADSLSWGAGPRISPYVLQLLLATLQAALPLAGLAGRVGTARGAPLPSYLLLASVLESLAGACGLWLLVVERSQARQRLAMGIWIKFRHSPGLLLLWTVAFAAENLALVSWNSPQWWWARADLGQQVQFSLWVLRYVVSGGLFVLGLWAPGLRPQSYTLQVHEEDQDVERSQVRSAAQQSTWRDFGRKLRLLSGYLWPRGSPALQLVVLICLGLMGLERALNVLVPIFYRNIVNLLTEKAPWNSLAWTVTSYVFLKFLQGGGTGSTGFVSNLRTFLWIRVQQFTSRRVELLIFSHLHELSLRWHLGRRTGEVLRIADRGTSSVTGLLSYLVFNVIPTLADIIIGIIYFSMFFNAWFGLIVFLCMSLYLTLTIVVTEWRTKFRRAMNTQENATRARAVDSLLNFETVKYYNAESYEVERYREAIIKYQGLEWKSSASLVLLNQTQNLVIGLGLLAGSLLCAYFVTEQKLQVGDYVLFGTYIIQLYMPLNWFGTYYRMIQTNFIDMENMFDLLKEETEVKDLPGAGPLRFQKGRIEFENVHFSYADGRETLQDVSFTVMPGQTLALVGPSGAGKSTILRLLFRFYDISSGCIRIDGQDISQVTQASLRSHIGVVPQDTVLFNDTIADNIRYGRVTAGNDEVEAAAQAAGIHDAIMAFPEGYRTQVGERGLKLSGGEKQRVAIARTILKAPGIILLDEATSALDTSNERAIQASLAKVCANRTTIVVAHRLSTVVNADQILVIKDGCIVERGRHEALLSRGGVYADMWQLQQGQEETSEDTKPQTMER
MC4R antag cAMP: MC4R antagonists of cAMP signaling, primary screen, cell-based, TR-FRET, antagonist arm of biased-ligand search | Melanocortin receptor 4 (Homo sapiens), P32245 | MC4R-expressing cells, MTII-stimulated cAMP, LANCE TR-FRET | inhibition, % at 6.5 µM | hit rate 0.48% among 360,000 | AID 540295, 2011;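 active = inhibition above its plate's cutoff, the mean of tested wells on that plate plus 3 SD, cut at about 29% in these data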;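 note: 0% = Melanotan II alone and 100% = Melanotan II plus saturating MCL0020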
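Assay system: U2OS cells stably expressing human melanocortin 4 receptor (MC4R) / Dosing: 6.5 µM / Timing: compound 30 min, challenge 1 h, detection 1 h / Measured by: Eu-cAMP/anti-cAMP TR-FRET, emission 671 nm / Replicates: singlicate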
Granule exo inh: LAMP-1 surface exposure blockers, TALL-104 cells – cell-based, flow cytometry, MLPCN library, primary screen. TALL-104 LAMP-1 surface exposure; cells stimulated with thapsigargin and PMA. inhibition, % at 10 µM. hit rate 0.66% among 360,000. AID 651702, 2012;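 active = inhibition above about 55%, limit read from the data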
CaV13 ICDI inh: Primary screen for inhibitors of IQ motif and Ca2+-dependent inactivation inhibitor domain binding in CACNA1D, Förster resonance energy transfer in living cells, … | HEK cells, CFP/YFP FRET ICDI-IQ, plate reader, 10 min; percent FRET-ratio fall versus neutral wells | inhibition, % at 12.3 µM | hit rate 0.098% among 340,000 | AID 743397;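 active = mean replicate inhibition of at least 30% and at least 1% of replicates passing that level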;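 note: 0% = median of the neutral control wells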
H9c2 protect: cardioprotection against H2O2-induced cell death, primary screen, uHTS, H9c2 cells, ATPLite luminescence | protection from H2O2 cell death, % at 20 µM | hit rate 0.63% among 360,000 | H9c2 cardiomyocytes, H2O2 injury protection, 2 h;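 active = compounds giving at least 50% protection of heart cells from peroxide-induced death in the single-dose screen, raw or plate-pattern-corrected value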;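 note: 0% = DMSO wells with peroxide and 100% = DMSO wells without peroxide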
MC4R barr agon: MC4R agonists recruiting beta-arrestin, primary screen, cell-based, luminescence, agonist arm of biased-ligand search | Melanocortin receptor 4 (Homo sapiens), P32245 | AID 540308, 2011 | U2OS MC4R beta-arrestin complementation; percent of melanotan II response, DMSO zero | hit rate 0.98% among 360,000 | activation, % at 8.9 µM;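 active = activation above a per-plate cutoff, the mean activation of sample wells on that plate plus 3 SD, cut at about 8% in these data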
HTR2A ag: mouse Htr2a agonists via beta-arrestin recruitment, primary screen, cell-based, luminescence; AID 624169, 2012; 5-hydroxytryptamine receptor 2A (Mus musculus), P35363; CHO-K1 mHTR2A beta-arrestin complementation; percent of 30 µM serotonin response; activation, % at 7.6 µM; hit rate 0.66% among 360,000;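 active = activation above a run cutoff, the mean activation of all tested compounds plus 3 SD, cut at about 14% in these data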;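 note: 0% = plate median of compound wells and 100% = 30 µM serotonin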
Active calls of the source: *; nt = not tested or not shown. These rows are one share of the data; rates above refer to the full screens.

SMILES	ABHD5 PLIN5 PPI	PDI inh	Glyco luc inh	ABCB6 inh MLPCN	MC4R antag cAMP	Granule exo inh	CaV13 ICDI inh	H9c2 protect	MC4R barr agon	HTR2A ag
CCOP(=O)(C#Cc1ccccc1)C(O)c1ccc(Br)cc1 (configuration not stated)	-2	3	-3	100	-1	8	-4	2	-1.0	3
COc1ccc(CCNC(C)CCc2ccc(OC)cc2)cc1 (configuration not stated)	3	2	1	97	4	-2	-7	11	0.2	-4
O=C(c1ccc(Cl)cc1)C1CCCN(Cc2cccc3cnccc23)C1 (configuration not stated)	-5	-6	-5	98	6	5	-5	-15	2.9	-5
CC(C)Nc1ccc(Nc2ccccc2)cc1	-9	7	6	106	8	100*	-3	-6	-6.1	-12
CC1(CCO)C(=O)NC(=S)NC1=O	8	6	2	100	16	7	-5	-2	-1.4	-1
CCC(=O)c1cn(Cc2ccc(C#N)cc2)c2ccccc12	5	2	0	105	-1	-8	nt	15	-0.5	-2
CC(C)(C)n1cccc1/C=C1\C(=O)NC(=O)N(c2ccccc2)C1=O	13	4	1	99	2	0	-3	2	-0.7	12
CCC(=Nc1ccc(OC)cc1OC)c1c(O)n(C2CCCCC2)c(=O)[nH]c1=O	0	-11	-4	98	12	-1	-3	-19	3.4	5
O=c1[nH]c(=S)n(C2CC2)c(O)c1C=NCc1ccc(F)cc1	2	3	2	98	-4	-4	-14	2	-0.5	3
CC(C)NC(=O)Cn1cc(C(=O)c2ccccc2)c2ccccc21	7	7	1	93	-2	-2	-3	-4	-1.0	-4
CCn1c(O)c(C=NCc2ccccc2)c(=O)[nH]c1=S	3	0	4	101	-4	2	-13	-2	0.0	5
COC(=O)C1=C(c2ccc(C(C)=O)cc2)C[C@@H]2CC[C@H]1N2C(=O)N1CCCCC1	6	4	3	98	8	-2	nt	-1	-0.8	-1
COc1ccc2[nH]cc(CCN)c2c1	8	nt	1	103	15	2	nt	4	-1.6	52*
Nc1ccc2c(c1)oc1ccccc12	6	7	0	102	8	1	-5	-10	2.4	3
COc1cc([C@@H]2c3cc4c(cc3[C@@H](OC)[C@H]3COC(=O)[C@H]23)OCO4)cc(OC)c1O	9	-2	nt	98	-12	-6	-12	1	-1.0	-1
CCOc1ccc(CC2(CCc3ccncc3)C(=O)NC(=O)NC2=O)cc1	-1	8	0	98	1	-1	-5	6	-1.4	3
O=C(CSC1c2ccccc2-c2ccccc21)N/N=C/c1ccccc1C(=O)O	6	8	-3	96	18	-2	-4	6	-4.1	-2
O=C(N/N=C/c1c(O)n(CCc2ccc(F)cc2)c(=O)[nH]c1=O)c1ccncc1	-4	6	1	102	0	14	4	3	-2.7	-5
N#CC1c2ccccc2-n2nncc2CN1S(=O)(=O)c1ccccc1 (configuration not stated)	1	-3	2	104	9	1	-6	3	0.6	6
Nc1c(C(=O)NCc2ccco2)c2nc3ccccc3nc2n1CCN1CCCCC1	24*	0	9	99	6	-1	-3	29	-2.9	-1
CNC(=O)N(C)c1nnc(C(C)(C)C)s1	2	-1	2	99	3	4	-11	0	-1.4	-1
FC(F)(F)c1ccccc1CNCCc1c[nH]c2ccccc12	-1	-2	-1	95	-3	21	-21	0	2.0	11
C[C@]12C[C@@H](O)[C@H](O)CC1=CCC1C2CC[C@@]2(C)C1CC[C@@H]2O (some centres not stated)	7	7	-1	93	7	-3	-7	10	-2.4	1
O=C(Nc1ccccc1)c1cc([N+](=O)[O-])ccc1N1CCNCC1	4	-2	-1	89	21	4	-5	8	-1.3	1
COc1ccc2c3c1O[C@H]1C(=O)CC[C@H]4[C@@H](C2)N(C)CC[C@]314	4	-1	4	103	11	16	nt	5	-1.6	2
C[N+]1(C)C2CC[C@H]1CC(OC(=O)C(CO)c1ccccc1)C2 (some centres not stated)	0	1	0	97	8	13	-5	7	-0.5	2
COC(=O)C1=C(c2ccccc2OCc2ccccc2)C[C@@H]2CC[C@H]1N2C(=O)NCCN1CCOCC1	-10	-1	4	98	3	6	-7	0	-0.1	-4
COc1ccc(N2C(=O)/C(=C/c3cccs3)C(=O)NC2=S)cc1	0	3	1	105	10	-4	-1	-1	-0.4	4
O=c1[nH]c(=O)n(-c2cccc3ccccc23)c(O)c1/C=N/N1CCCCC1c1cccnc1 (configuration not stated)	1	10	4	102	-2	4	-14	1	-0.8	-7
COC(=O)C1=C(c2ccc(OC(F)(F)F)cc2)C[C@@H]2CC[C@H]1N2C(=O)N1CCCC1	2	0	-4	94	6	6	-5	-20	-0.2	-2
C[N+](C)(C)CC1CCCC(C[N+](C)(C)C)C1=O (configuration not stated)	-5	3	1	43*	4	-4	-5	-17	-1.2	3
COC(=O)C1=C(c2c(C)noc2C)C[C@@H]2CC[C@H]1N2C(=O)NCC1CC1	-1	1	1	96	-2	-2	-14	1	1.2	5
O=C1NC(=O)C(=Cc2ccc(-c3ccc(S(=O)(=O)N4CCOCC4)cc3)o2)C(=O)N1	33*	-8	7	100	36*	5	-7	-1	-2.2	-1
Cc1ccccc1N	-2	nt	1	102	7	-2	nt	2	-0.4	1
CCC(=NC1CC1)c1c(O)n(-c2ccc(OC)cc2)c(=O)[nH]c1=O	-3	-2	0	96	-6	0	-5	10	-1.5	-3
Cc1cc(OCC(=O)NCC(O)c2ccccc2)c2c3c(c(=O)oc2c1)CCCC3 (configuration not stated)	-10	6	-2	99	2	7	-16	23	-1.8	5
CC(=O)O[C@H]1C(=O)[C@@]2(C)C([C@H](OC(=O)c3ccccc3)[C@]3(O)C[C@H](O)C(C)=C1C3(C)C)[C@]1(OC(C)=O)CO[C@@H]1C[C@H]2O (some centres not stated)	6	nt	nt	98	3	8	nt	-3	-0.4	-2
CCN(CC)c1ccccc1	3	nt	0	98	8	-1	nt	2	-2.5	5
Cc1cc(N2C(=O)C3CCCN3C2c2sccc2C)no1 (configuration not stated)	-4	2	3	98	-2	5	-5	3	1.1	0
CCOc1ccc(-n2c(CC)nc3ccccc3c2=O)cc1	-6	-4	1	100	3	2	-5	-15	-0.4	2
CN1CCN(c2c(F)cc([N+](=O)[O-])c(N)c2Br)CC1	-1	14	-1	96	-15	0	-2	-5	-3.5	-4
O=c1[nH]c(O)c(N=Nc2cc([N+](=O)[O-])ccc2O)c(=O)[nH]1	8	4	-1	95	-26	-3	-6	10	-3.7	-8
CCCCn1c(O)c(C(CC)=NCCCn2ccnc2)c(=O)[nH]c1=O	2	7	-1	94	2	-4	-5	-2	-1.8	3
Cc1c2cnn(CC(=O)N3CCC4(CC3)OCCO4)c(=O)c2c(C)n1Cc1ccc(F)cc1	6	10	0	95	2	-3	nt	0	0.5	11
CCCCn1c(N)c(C(=O)OCCOC)c2nc3ccccc3nc21	-4	5	5	102	-11	-5	-3	0	-0.3	2

4 compounds from above, limited to PDI inh and Granule exo inh.
compound	PDI inh	Granule exo inh
Cc1ccccc1N	nt	-2
CCC(=NC1CC1)c1c(O)n(-c2ccc(OC)cc2)c(=O)[nH]c1=O	-2	0
Cc1cc(OCC(=O)NCC(O)c2ccccc2)c2c3c(c(=O)oc2c1)CCCC3 (configuration not stated)	6	7
CC(=O)O[C@H]1C(=O)[C@@]2(C)C([C@H](OC(=O)c3ccccc3)[C@]3(O)C[C@H](O)C(C)=C1C3(C)C)[C@]1(OC(C)=O)CO[C@@H]1C[C@H]2O (some centres not stated)	nt	8

Molecules listed so far with fluorine, in the order listed:
SMILES	ABHD5 PLIN5 PPI	PDI inh	Glyco luc inh	ABCB6 inh MLPCN	MC4R antag cAMP	Granule exo inh	CaV13 ICDI inh	H9c2 protect	MC4R barr agon	HTR2A ag
O=c1[nH]c(=S)n(C2CC2)c(O)c1C=NCc1ccc(F)cc1	2	3	2	98	-4	-4	-14	2	-0.5	3
O=C(N/N=C/c1c(O)n(CCc2ccc(F)cc2)c(=O)[nH]c1=O)c1ccncc1	-4	6	1	102	0	14	4	3	-2.7	-5
FC(F)(F)c1ccccc1CNCCc1c[nH]c2ccccc12	-1	-2	-1	95	-3	21	-21	0	2.0	11
COC(=O)C1=C(c2ccc(OC(F)(F)F)cc2)C[C@@H]2CC[C@H]1N2C(=O)N1CCCC1	2	0	-4	94	6	6	-5	-20	-0.2	-2
CN1CCN(c2c(F)cc([N+](=O)[O-])c(N)c2Br)CC1	-1	14	-1	96	-15	0	-2	-5	-3.5	-4
Cc1c2cnn(CC(=O)N3CCC4(CC3)OCCO4)c(=O)c2c(C)n1Cc1ccc(F)cc1	6	10	0	95	2	-3	nt	0	0.5	11
